ELG1 genotox – qHTS screen for small molecules that induce genotoxicity in human embryonic kidney (HEK293T) cells expressing luciferase-tagged ELG1; HEK293T ELG1-luciferase reporter, luminescence, 16 h; Potency, µM (top dose mostly 46 µM), for inactives: at the highest dose activity change, positive = activation, actives largely listed as activators; 330,000 tested, 1.3% active; AID 504466, 2011; note: % of control where 0% means no effect; nearly all actives have a fitted effect of over 60% in size
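Luminescence read-out: rising ELG1-luciferase signal, reflecting elevated ELG1 protein under genetic stress, flags genotoxic compounds. Cells were treated for 16 hr at 37 °C before ONE-Glo detection.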
VP16 counter – VP16 counterscreen qHTS for inhibitors of ROR gamma transcriptional activity; Drosophila S2 Gal4-VP16 UAS-luciferase, luminescence, 20 h; Potency, µM (series often up to 53.6 µM), inactives show top-dose activity, negative = inhibition, most hits filed as inhibitors; 310,000 tested, 3.5% active;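 note: Gal4-VP16 expression switched on by copper sulfate through the metallothionein promoter; % is set by controls: 0 for no effect and ±100 for the full control effect; nearly all actives have a fitted effect of over 50% in size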
MLL CXXC-DNA inh – qHTS Fluorescence Polarization Assay for Inhibitors of MLL CXXC domain - DNA interaction. Potency, µM (titrated, usually from 115 µM), inactives show at the highest dose activity change, negative = inhibition, actives largely listed as inhibitors. Histone-lysine N-methyltransferase 2A (Homo sapiens), Q03164. MLL-CXXC / FITC-HOXA9 DNA fluorescence polarization. AID 2662, 2010. 290,000 tested, 0.037% active; active = well fitted inhibition curve with a large enough effect in the polarisation, with a control signal flat, not every such curve was filed as active; inconclusive = small, poorly fitted or top-dose-only effect, or effect the other way, or a change in a side signal; inactive = no such curve, though single readings can be large or run the other way; the % refers to the polarisation
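Steps: dispense CXXC domain solution (7 uM) → pin compounds or unlabeled HOX-A9 DNA control → 5 min ambient → add FLSN-HOX-A9 solution (50 nM) → spin → 30 min ambient → fluorescence polarization. Tris pH 7.5/NaCl/DTT/BSA buffer.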
Rab9 promoter act – qHTS Assay for Rab9 Promoter Activators | Huh7 Rab9 promoter-luciferase reporter, luminescence, 24 h | Potency, µM (doses to about 9.22 µM), without a hit: top-dose activation, negative = inhibition, usual class: activators | 320,000 tested, 2.8% active; note: % of control where 0% means no effect; nearly all actives have a fitted effect of over 60% in size
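Steps: seed 1500 Huh7 Rab9-luc cells per well, rest 2 h at 37 °C; add compound in DMSO; incubate 24 h; add luciferase reagent, 10 min ambient; read luminescence.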
uPA surface inh – qHTS for Inhibitors of Cell Surface uPA Generation; Potency, µM (titrated, usually from 38.3 µM), without a hit: at the top dose activity change, negative = inhibition, usual class: inhibitors; 330,000 tested, 0.31% active; cell surface uPA generation assay, qHTS; active = well fitted inhibition curve with a large enough effect; inconclusive = small, poorly fitted or top-dose-only effect; inactive = no such curve, though single readings can be large or run the other way; tested in mouse RAW 264.7 cells; note: % is set by controls: 0 for no effect and ±100 for the full control effect; nearly all actives have a fitted effect of over 55% in size
p53 reactivator – qHTS assay for re-activators of p53 using a Luc reporter; H1299 p53-A138V BP100-luciferase reporter, luminescence, 24 h; Potency, µM (top dose mostly 92.2 µM), for inactives: top-dose activity change, positive = activation, most hits filed as activators; 320,000 tested, 0.063% active; note: % of control where 0% means no effect; nearly all actives have a fitted effect of over 45% in size
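p53-null H1299 cells stably carrying temperature-sensitive p53-A138V and a BP100-luciferase reporter were pinned with compounds (4-point, 1:5 series) and held 24 hrs at 37 deg C. Luminescence was read 10 min after detection reagent.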
BRCA1 expr act – qHTS Assay to Identify Small Molecule Activators of BRCA1 Expression | MCF7-BRCA1-FFLuc reporter, luminescence, 48 h; response scale: scaled: vehicle 0%, 10 µM genistein 100% | Potency, µM (highest dose often 46.1 µM), without a hit: at the highest dose activation, hits mostly activators | 380,000 tested, 1.1% active | AID 624202, 2012; note: nearly all actives have a fitted effect of over 80% in size; some results filed as inactive show a strong effect at the top dose
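Luminescence from a BRCA1-driven firefly luciferase in MCF7 cells was the read-out, taken 15 min after substrate addition following 48 h compound exposure at 37 °C. Data were normalized to a 10 microM genistein control and DMSO vehicle.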
RORg inh – qHTS for inhibitors of ROR gamma transcriptional activity | AID 2551, 2010 | 310,000 tested, 5.4% active | Potency, µM (top dose mostly 53.6 µM), inactives show at the highest dose activity change, negative = inhibition, hits mostly inhibitors | Nuclear receptor ROR-gamma (Mus musculus), P51450 | Drosophila S2 Gal4-RORgamma UAS-luciferase reporter, 20 h; note: % is set by controls: 0 for no effect and ±100 for the full control effect; nearly all actives have a fitted effect of over 60% in size
Target sequence (P51450 whole entry, looked up, the tested form may be a part): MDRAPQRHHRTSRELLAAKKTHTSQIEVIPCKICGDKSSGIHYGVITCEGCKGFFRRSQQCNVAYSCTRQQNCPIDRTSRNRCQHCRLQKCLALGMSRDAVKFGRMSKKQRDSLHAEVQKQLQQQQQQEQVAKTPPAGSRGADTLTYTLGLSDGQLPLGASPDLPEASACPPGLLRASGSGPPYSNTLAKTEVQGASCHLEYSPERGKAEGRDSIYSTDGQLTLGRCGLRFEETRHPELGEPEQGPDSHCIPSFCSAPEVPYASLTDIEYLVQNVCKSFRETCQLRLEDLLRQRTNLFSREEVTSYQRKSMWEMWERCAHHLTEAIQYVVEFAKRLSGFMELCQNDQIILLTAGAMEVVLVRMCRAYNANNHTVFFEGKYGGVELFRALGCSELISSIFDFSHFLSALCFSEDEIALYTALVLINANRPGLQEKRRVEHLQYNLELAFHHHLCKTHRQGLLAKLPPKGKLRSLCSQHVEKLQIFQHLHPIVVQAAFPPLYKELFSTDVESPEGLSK
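Read-out: Photinus luciferase luminescence; inhibitors lower reporter signal. Insect Schneider cells with Gal4-ROR gamma fusion under metallothionein promoter, UAS reporter; 700 uM final copper sulfate induction, 20 hr, ambient temperature.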
MBNL1-CUG inh – qHTS Assay for Inhibitors of MBNL1-poly(CUG) RNA binding; Potency, µM (series often up to 57.5 µM), inactives show at the top dose activity change, negative = inhibition, most hits filed as inhibitors; AID 2675, 2010; 280,000 tested, 0.036% active; TR-FRET MBNL1-His/biotin-(CUG)12 binding, 665/545 ratio; active = well fitted inhibition curve with a large enough effect in the signal ratio, with a control signal flat, not every such curve was filed as active; inconclusive = small, poorly fitted or top-dose-only effect, or effect the other way, or a change in a side signal; inactive = no such curve, though single readings can be large or run the other way; the % refers to the signal ratio; note: % is set by controls: 0 for no effect and ±100 for the full control effect
Target sequence (Q9NR56 whole entry, looked up): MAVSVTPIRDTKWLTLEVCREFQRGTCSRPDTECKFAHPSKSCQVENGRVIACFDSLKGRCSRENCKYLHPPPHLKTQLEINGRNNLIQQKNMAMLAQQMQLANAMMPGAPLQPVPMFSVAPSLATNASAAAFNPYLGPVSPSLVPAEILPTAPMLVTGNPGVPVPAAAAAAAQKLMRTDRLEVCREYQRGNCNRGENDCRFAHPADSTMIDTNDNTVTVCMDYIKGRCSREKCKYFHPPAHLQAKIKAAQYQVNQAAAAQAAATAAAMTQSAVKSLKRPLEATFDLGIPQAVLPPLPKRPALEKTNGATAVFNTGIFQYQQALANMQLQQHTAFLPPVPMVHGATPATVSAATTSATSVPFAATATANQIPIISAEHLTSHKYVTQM
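Compound titration spanned 92 nM–58 uM against the MBNL1-His/biotin-(CUG)12 complex. After 60 min at room temperature with 5 nM streptavidin-XL665 and 0.055 ng/ul terbium anti-His, ratiometric 665/545 nm emission (Ex 340 nm) normalized to controls.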
NPC1 prom act – qHTS Assay for NPC1 Promoter Activators; Huh7 NPC1 promoter luciferase reporter, 24 h; Potency, µM (doses to about 9.22 µM), without a hit: at the top dose activation, most hits filed as activators; 320,000 tested, 2.4% active; AID 485313, 2010;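 note: % of control where 0% means no effect; nearly all actives have a fitted effect of over 60% in size; reporter is driven by a mutant NPC1 promoter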
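Stable NPC1-promoter luciferase Huh7 line; cpd (DMSO) 24 h, 37 °C, 5% CO2; Amplite luciferase reagent 10 min RT; luminescence readout. qHTS format.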
FLuc counter – qHTS profiling assay for firefly luciferase inhibitor/activator using purifed enzyme and Km concentrations of substrates (counterscreen for miR-21 project) | Luciferin 4-monooxygenase (Photinus pyralis), P08659 | purified FLuc, Km substrates, luminescence inhibition | Potency, µM (doses to about 57.5 µM), for inactives: top-dose activity change, negative = inhibition, usual class: inhibitors | 360,000 tested, 6.9% active;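 note: plate controls were vehicle for no effect and reference inhibitor for full effect; nearly all actives have a fitted effect of over 55% in size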
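Purified P. pyralis luciferase, 10 nM final, with Km-level 10 uM D-luciferin and 10 uM ATP in 50 mM Tris acetate pH 7.5, 10 mM Mg acetate, 0.01% Tween-20, 0.05% BSA; 6-point qHTS titration about 60 µM downward; luminescence read.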
* hit, by the source's call; ? = inconclusive; / = not tested or not shown; & = joins results of further samples; [ ] = another dose, or the depositor's remark. Unless noted, calls come from the whole dose curve; as a rule, active = well fitted curve in the direction sought with a large enough effect; inconclusive = small, poorly fitted or top-dose-only effect, or another doubt; inactive = no such curve, though single readings can be large; an effect the other way counts as inactive or inconclusive. Potency is the fitted concentration of half-maximal effect. Only part of the results is shown. The share of hits here may be higher or lower than overall.

SMILES	ELG1 genotox	VP16 counter	MLL CXXC-DNA inh	Rab9 promoter act	uPA surface inh	p53 reactivator	BRCA1 expr act	RORg inh	MBNL1-CUG inh	NPC1 prom act	FLuc counter
COc1ccccc1COCC(O)CN1CCCCC1CO (configuration not stated)	0%	2%	4%	-6%	3%	0%	10%	-25%	-5%	-4%	0%
COc1ccccc1CNc1ncnc2cc(Cl)ccc12	1%	-9%[10 µM]	12%	-15%	/	14%	-46%	28%	?	-15%	2%
c1cc(CNC23CC4CC(CC(C4)C2)C3)ccn1	-2%	3%	4%	-3%	3%	-3%	-3%	-3%	-14%	0%	-10%
OC(COc1cccc2ccccc12)CN1CCN(c2ccccc2Cl)CC1 (configuration not stated)	0%	-28%	0%	2%	7%	-10%	-59%	-32%	-10%	-1%	1%
Cc1ccc(Cl)cc1NC(=O)C1CC(=O)N(C(C)C)C1 (configuration not stated)	-1%	-12%	3%	-1%	8%	11%	-17%	0%	-3%	-3%	-1%
CCn1cc(C(=O)N2CCCC(CO)(Cc3ccccc3C)C2)cn1 (configuration not stated)	4%	-4%	-4%	-2%	2%	6%	0%	-7%	-9%	-1%	-1%
CCN1CCN(CC(=O)n2c3c(c4ccccc42)CC(C)CC3)CC1 (configuration not stated)	7%	/	9%	2%	-1%	-15%	-11%	3%[0.365 µM]	0%	-7%	1%
Cc1ccccc1NS(=O)(=O)c1cccc(-c2nnc(-c3ccccc3)o2)c1	-5%	2%	4%	-4%	-1%	-3%	5%[1.84 µM]	33%	0%	-5%	-1%
CCc1cc(C(=O)OC)c(NC(=O)C2CC(=O)NN2Cc2ccccc2)s1 (configuration not stated)	-1%	-6%	1%	2%	/	-2%	2%	1%	?	2%	5%
Cn1c(C(=O)N2CCCCCC2)cc2c(=O)n(C)c3ccccc3c21	-5%	-3%	3%	8%	-1%	6%	-4%	16%	-3%	1%	-4%
O=C(Nc1cccc(F)c1)C1CCN(c2nnnn2-c2ccccc2)CC1	-5%	-4%	1%	1%	-1%	-26%	-9%	41%	2%	-1%	2%
CC(C(=O)N=Nc1c(O)n(C)c2ccc(Br)cc12)n1cnc2ccccc2c1=O (configuration not stated)	-4%	-9%	-1%	-7%	/	3%	/	-2%	6%	1%	0%
COc1ccc(CCN2C(=O)C3CC=C(C)CC3C2=O)cc1OC (configuration not stated)	0%	1%	0%	-2%	5%	2%	-2%	?	-1%	-1%	4%
Cc1ccc(C)c(Cn2c(=O)n(CCCC(=O)NCc3ccco3)c(=O)c3ccccc32)c1	4%	7%	10%	-7%	-6%	15%	-20%	-1%	-10%	-5%	3%
Cc1ccc(NS(=O)(=O)c2sc3ccc(Cl)cc3c2C)cc1	-8%	-20%	-2%	0%	5%	-11%	-57%	?	-6%	-24%	-4%
CCCN(CCC)CCCNC(=O)Cn1cnc2sc(C)c(S(=O)(=O)N3CCOCC3)c2c1=O	-1%	-21%	2%	0%	-1%	3%	-1%	-15%	-1%	-4%	0%
CC12CN(Cc3ccccc3)CC(C)(CN(Cc3ccccc3)C1)C2=NO	2%	-14%	11%	-4%	5%	-26%	-1%	3%	2%	-4%	4%
O=C(COC(=O)c1ccc([N+](=O)[O-])o1)Nc1nc2ccccc2s1	0%	-14%	4%	15%	-1%	6%	37%	34%	?	8%	-19%
CNc1nc(Cl)nc(NC(C)(C)C)n1	?	-16%	3%	-2%	-10%	-4%	-10%	-7%	-14%	2%	1%
Cc1cccc2cc(/C=C/C(=O)c3ccco3)c(Cl)nc12	1%	-17%	7%	23%	-1%	6%	0%	1%	1%	10%	-10%
O=C(NCc1ccccn1)c1ccc(CS(=O)(=O)Cc2ccc(Cl)cc2)o1	-1%	-1%	-3%	8%	-4%	7%	14%	3%	-2%	0%	2%
CCOC(=O)c1ccc2[nH]c3c(c2c1)CCCC3C(=O)OCC (configuration not stated)	-1%	1%	0%	7%	0%	4%	-1%	2%	4%	3%	-4%
Cc1noc2ncnc(Sc3ccccc3Cl)c12	-17%	-4%	0%	-15%	-14%	-28%	-97%[inhibitor]	0%	-27%	3%	-5%
c1ccc(CCNc2ncnc3scc(C4COc5ccccc5O4)c23)cc1 (configuration not stated)	-28%	-20%	-4%	2%	-5%	-6%	-36%	-19%	-1%	13%	3%
Cc1ccc(NC(=O)c2ccc(OC(=O)COc3ccc(Cl)c(C)c3)cc2)cc1	?	-18%	0%	3.5µM*	-4%	?	?	-14%	4%	2.2µM*	?
O=C(Nc1ccc(N2CCN(C(=O)c3ccccc3)CC2)c(Cl)c1)c1ccc(Br)o1	-7%	?	-7%	-9%	/	-3%	-114%[inhibitor]	37%	20%	-4%	-1%
O=C(CN1C(=O)C2CC=CCC2C1=O)Nc1nnc(SCc2c(Cl)cccc2Cl)s1 (configuration not stated)	0%	2%	2%	?	1%	-9%	-14%	-13%	-3%	1%	-2%
Cc1ccc([C@@H]2[C@@H]3C(=O)N(C)C(=O)[C@@H]3[C@]3(C)C(=O)N(Cc4ccccn4)CC(=O)N23)o1	0%	16%	-2%	3%	7%	/	-17%	-2%	1%	-3%	4%
Cc1n[nH]c(C)c1CN(C)C(=O)c1cc(COc2ccc(F)c(F)c2)on1	-3%	29%	3%	14%	10%	-2%	-8%	38%	-3%	0%	3%
NNC(=O)COc1cccc(Oc2ccccc2)c1	-2%	?	5%	-1%	0%	0%	7%	-28%	-2%	-8%	0%
CC1CCN(Cc2nnnn2CCCC(=O)N(C)C2CCOC2)CC1 (configuration not stated)	1%	-4%	6%	0%	-1%	1%	-1%	-7%	3%	-1%	-2%
C=CCn1c(SCc2c(C)noc2C)nc2ccccc2c1=O	10µM*	12%	-2%	-18%	/	10%	-89%	?	2%	-22%	1%
O=S1(=O)CC(N2CCOCC2)c2ccccc21 (configuration not stated)	2%	-19%	-6%	-3%	8%	-4%	15%	0%	-12%	1%	1%
O=C(Cn1cnc2c(nc3n2CCCCC3)c1=O)Nc1cccc(C(F)(F)F)c1	-2%	-18%	-2%	4%	17%	-7%	11%	20%	-3%	-5%	-9%&6%
CCCCCC(O)CCc1n[nH]c(=S)n1-c1ccccc1 (configuration not stated)	1%	2%	0%	-11%	3%	-3%	-24%	6.3µM*	0%	-7%	-1%
NS(=O)(=O)c1ccc(CCNC(=O)c2ccc(NC3=NC4CS(=O)(=O)CC4S3)cc2)cc1 (configuration not stated)	5%	1%	0%	1%	2%	13%	29%	-30%	-3%	0%	-3%
CCN(CC)C(=O)Oc1ccc(Cl)c2ccccc12	-2%	13%	-12%	6%	-10%	-8%	3%	-1%	9%	2%	-1%
COc1ccc(C(=O)OCC(=O)c2ccc(S(=O)(=O)N3CCCCC3)cc2)c(OC)c1	-5%	/	/	0%	-2%	-4%	-16%	/	/	8%	1%
CCN(CC)C(=S)NC(=O)c1cc(OC)c(OC)c(OC)c1	0%	?	-2%	-15%	-1%	-1%	-9%	?	-7%	-8%	-2%
Cc1sc(N2CCN(S(=O)(=O)c3ccc4c(c3)NC(=O)CO4)CC2)nc1-c1ccccc1	0%	-7%	2%	-12%	7%	1%	-19%	4%	2%	-6%	2%
O=C(CCCCCN1C(=O)CCC1=O)NCc1ccccc1	1%	-13%	-3%	-1%	-3%	0%	3%	10%	-4%	5%	4%
Cc1cccc2c1nc(-c1ccccc1)n1nnnc21	2%	-2%	-7%	-6%	/	-1%	-29%	6%[10 µM]	7%	-4%	5%
C=COc1ccc(N2C(=O)c3ccccc3OC2C)cc1 (configuration not stated)	1%	-3%	3%	3%	-3%	3%	19%	0%[1.91 µM]	-5%	11%	-19%
CCc1cccc(CC)c1NC(=O)COC(=O)C1(C)CC1(Cl)Cl (configuration not stated)	-5%	-11%	-4%	8%	14%	0%	-17%	1%	-5%	-3%	1%
CCOc1ncccc1C(=O)OCC(=O)Nc1nnc(-c2ccccc2)o1	-2%	/	/	-2%	-6%	2%	-18%	/	/	2%	-15%
